GSK3beta inhib – human GSK3beta kinase inhibition. hit rate 0.038% among 300,000. activity score (negative = inhibition), % at 10 µM. P49841. AID 2097. GST-GSK3beta kinase, ADP-Glo luminescence, 60 min; active compounds read low;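 active = more than half of replicate wells score below -50%, meaning over 50% inhibition versus plate controls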;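 also: 0% = median DMSO wells and -100% = median GW8510 positive control wells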
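Assay system: GST-tagged human GSK3beta kinase, cell-free; Input: 1.6 ng GSK3beta; Medium: Tris/MgCl2 kinase buffer; Timing: 60 min enzyme reaction, room temperature; Signal: ADP-Glo luminescence quantifying ADP generated by kinase; Evaluation: score relative to plate controls; Benchmarks: DMSO neutral wells and GW8510 at 20 µM as positive.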
IEC-6 tox – counter-screen for KLF5 inhibitors: cytotoxicity in IEC-6 cells. IEC-6 cytotoxicity, luminescence viability. inhibition, % at 5 µM. hit rate 0.78% among 290,000; in the data active = inhibition above about 22%;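 also: 0% = plate median of test compound wells and 100% = cytotoxic reference compound wells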
KLF5 inhibitor – suppresses KLF5 promoter-driven expression; hit rate 0.23% among 290,000; inhibition, % at 5 µM; AID 1700; DLD-1 KLF5 promoter-luciferase reporter, luminescence;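 active = inhibition above a per-plate limit of that plate's mean compound inhibition plus 3 SD, cut at about 60% in these data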;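 also: 0% = DMSO wells and 100% = LY294002 at 200 µM; higher means less KLF5 promoter-driven luciferase light; inactives centre near -14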
Dyrk1A ADPGlo – inhibitors of rat Dyrk1A kinase | ADP-Glo luminescence, NFATc1 peptide | inhibition, % at 12.5 µM | AID 504441 | hit rate 0.43% among 310,000; in the data active = inhibition above about 50%;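 also: plate controls were vehicle with enzyme for no effect and no enzyme for full effect; many of its hits are not listed in these tables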
Platelet DG rel – modulates dense granule release in human platelets; inhibition, %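 (compounds screened at 7.5 µM in platelet-rich plasma)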; hit rate 0.22% among 300,000; human platelet-rich plasma, SFLLRN dense granule ATP release, luminescence; AID 1663;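 active = mean replicate score, as percent of positive control, at or above 50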
GSK3 alpha inh – blocks human GSK-3 alpha kinase; ADP-Glo luminescence, 60 min; inhibition, % at 10 µM; hit rate 0.1% among 320,000;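 in the data active = inhibition above about 50%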;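 also: GST-tagged GSK-3 alpha with peptide substrate and 25 µM ATP; 0% = DMSO neutral wells and 100% = GW8510 positive control wells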
Target sequence (P49840 whole entry, looked up): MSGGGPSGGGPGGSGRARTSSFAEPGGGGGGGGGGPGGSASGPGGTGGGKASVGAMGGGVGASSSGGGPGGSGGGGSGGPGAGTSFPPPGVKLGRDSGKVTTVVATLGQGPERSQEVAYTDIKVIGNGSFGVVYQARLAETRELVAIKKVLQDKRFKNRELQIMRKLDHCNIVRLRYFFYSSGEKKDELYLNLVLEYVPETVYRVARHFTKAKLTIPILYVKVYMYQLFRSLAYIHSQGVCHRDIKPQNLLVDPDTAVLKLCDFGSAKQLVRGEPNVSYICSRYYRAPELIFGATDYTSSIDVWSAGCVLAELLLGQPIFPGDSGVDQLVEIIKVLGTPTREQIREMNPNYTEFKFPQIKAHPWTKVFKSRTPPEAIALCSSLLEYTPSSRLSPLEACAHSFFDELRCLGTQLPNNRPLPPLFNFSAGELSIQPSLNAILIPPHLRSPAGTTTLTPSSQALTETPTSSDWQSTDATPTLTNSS
HSF-1 act – increases HSF-1 driven luciferase reporter signal; NIH3T3-HGL HSF-1 luciferase reporter, MG132, 8 h; 100% = twice DMSO control signal; activation, % at 9 µM; hit rate 1.7% among 300,000; AID 504408;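 active = mean replicate activation of at least 50% with a set share of replicates each reaching 50%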;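 also: 0% = median of the neutral control wells and 100% = twice that signal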
HSF1 inh – HSF1 inhibition; NIH3T3-HGL HSE-luciferase, MG132-induced, luminescence 8 h; active compounds read low; activity change, negative = inhibition, % at 7.5 µM (by protocol); hit rate 0.77% among 300,000; AID 2098;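 active = more than half of replicate wells show activity change below -50%, luminescence cut by over half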;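 also: luciferase reports HSF-1 transcriptional activity via heat shock element; 0% = median of DMSO wells and -100% = zero luminescence signal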
aSyn 5UTR inh – MLPCN primary screen, SNCA 5' untranslated region; alpha-synuclein 5'UTR reporter, inhibitor activity; inhibition, % (tested at 7.5 µM); hit rate 0.82% among 300,000; in the data active = inhibition above about 60%;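 also: H4 neuroglioblastoma cells stably carrying SNCA 5'UTR luciferase fusion; 0% = DMSO wells and 100% = positive control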
HSP90 refold inh – HSP90 refolding inhibition in rabbit reticulocyte lysate; luciferase refolding luminescence, 3 h; inhibition, % at 5.6 µM; hit rate 0.91% among 290,000;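 active = inhibition above the screen-wide mean plus 3 SD, computed separately per campaign, cut at about 16% in these data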;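 also: 0% = DMSO wells and 100% = 60 µM geldanamycin wells; inhibitors lower the luminescence because luciferase stays unfolded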
The depositor's hits bear a star; nt = no result given. Some of the compounds tested (hit frequency here may not be typical).

molecule	HSF1 inh	aSyn 5UTR inh	HSP90 refold inh	IEC-6 tox	GSK3 alpha inh	GSK3beta inhib	HSF-1 act	Platelet DG rel	KLF5 inhibitor	Dyrk1A ADPGlo
Cc1cccc2cc(CN(CC3CCCO3)C(=O)c3cccnc3)c3nnnn3c12 (stereo not drawn)	-11	13	0	-2	-1	-2	9	-5	14	2
COc1ccc(N(C(=O)C2CSC(=O)C2)C(C(=O)NC(C)(C)C)c2ccncc2)cc1 (stereo not drawn)	4	-1	3	2	1	-1	2	-2	-3	-1
CCN1C2=NCCCN2c2cc(C)c(C)cc21	-1	7	1	-1	2	3	1	-9	5	3
COC(=O)c1ccc(NC(=O)CCS(=O)(=O)c2ccc(C)cc2)cc1	-7	1	2	-8	0	-4	-6	0	0	-10
CCc1ccc2c(c1)c1nc(C)sc1n2CC(=O)OC	-8	-6	3	-5	-2	-6	-6	6	4	-1
Cc1cc(Br)ccc1SCC(=O)OCC(=O)c1c(N)n(C)c(=O)n(C)c1=O	-2	-6	1	7	-3	-1	-6	16	26	-4
Nn1c(Cc2ccccc2)nc2ccccc2c1=O	-3	-1	nt	nt	-3	7	4	8	nt	4
CC(=O)C1=C(O)C(=O)N(c2ccc(Br)cn2)C1c1ccc(F)cc1 (stereo not drawn)	5	8	-1	-8	-3	0	43	13	-91	-2
C/C(Cn1nc([N+](=O)[O-])cc1C)=N\NC(=O)COc1ccc(Cl)cc1Cl	-1	-6	2	-1	1	-1	24	-7	-11	3
CCN(CC)CCN1C(=O)C(=O)/C(=C(/O)c2ccc(S(=O)(=O)N3CCOCC3)cc2)C1c1ccc(C(C)(C)C)cc1 (stereo not drawn)	0	-4	-1	1	0	0	-6	-14	-8	6
O=C1NC(c2ccccc2OC(F)F)Oc2ccccc21 (stereo not drawn)	3	4	2	-4	-3	0	1	-6	-28	5
CC(=O)Nc1ccc(NS(=O)(=O)Cc2ccccc2)cc1	-31	17	-2	-4	-2	1	-45	1	-32	4
COC(=O)/C=C1\SC(=NC(=O)c2cccc(Cl)c2)NC1=O	nt	8	-4	-4	nt	-1	nt	-3	-29	9
CC(C)(C)NC(=S)NNC(=O)c1cccc(Br)c1	4	-121	-5	-5	0	-4	4	-1	-64	3
NS(=O)(=O)c1ccc(NC(=S)N2CCCC2)cc1	-4	-25	0	1	-2	9	-25	-6	-20	2

(further entries)
molecule	HSF1 inh	aSyn 5UTR inh	HSP90 refold inh	IEC-6 tox	GSK3 alpha inh	GSK3beta inhib	HSF-1 act	Platelet DG rel	KLF5 inhibitor	Dyrk1A ADPGlo
O=S(=O)(NCCNS(=O)(=O)c1ccccc1)c1ccccc1	-2	14	1	4	0	1	1	-5	-20	3
CCC(=O)Nc1ccc(N/C(N)=N/c2nc(C)cc(C)n2)cc1	-3	-32	2	6	-1	-1	9	6	-23	-7
CCN(Cc1ccccc1)S(=O)(=O)c1ccc(S(=O)(=O)N2CCN(C)CC2)cc1	7	3	-3	-2	2	-4	2	-17	13	5
COC(=O)CN1C(c2ccc(OC)cc2)=Nc2ccc(Cl)cc2C1c1ccccc1 (stereo not drawn)	-1	-42	8	8	2	-2	18	-28	14	0
Cc1ccc(C(=O)NC(=S)N2CCN(C(=O)OC(C)(C)C)CC2)cc1Br	-1	6	-2	0	-3	-3	-18	0	-8	6
O=C1CSC2=NCN(c3ccccc3)CN12	-9	-8	0	-4	1	3	-11	1	-5	-8
CCOCCCNC(=O)CCNS(=O)(=O)c1ccc(C)cc1	1	10	0	-7	0	2	24	-4	2	-4
CN(C)c1nc(SCc2ccccc2Cl)nc2c1CCCC2	1	8	0	10	nt	3	4	-1	20	5
COc1ccccc1NS(=O)(=O)c1cc(NC(=O)c2ccc3c(c2)OCCO3)ccc1C	2	3	-3	9	0	2	17	-1	2	0
CCc1ccc(C(C(=O)NC2CCCCC2)N(C(=O)c2csnn2)C2CC2)cc1 (stereo not drawn)	1	-7	-2	0	0	-1	-9	14	-2	-5
Cc1cc(=O)oc(C)c1C(=O)N1CCc2c([nH]c3ccccc23)C1C(C)C (stereo not drawn)	6	12	0	5	-2	3	2	-22	8	2
COCCn1c(N)c(Sc2ccccc2[N+](=O)[O-])c(=O)[nH]c1=O	-41	4	1	-4	5	0	-54	1	-15	-17
CC1(C)CC(N2CCN(Cc3ccccc3)CC2)=CC(=[N+]2CCCCC2)C1	-5	-13	-1	4	0	-10	-24	4	10	0
NS(=O)(=O)c1ccc(CNC(=O)C(c2ccccc2)c2ccccc2)cc1	3	-12	1	9	-2	0	19	-4	-2	-5
Cc1ccc(NC(=O)c2ccc(Cn3cc(Cl)cn3)o2)c(C)c1	-10	-8	-1	-1	0	-1	-19	-13	9	1

New compounds follow.
molecule	HSF1 inh	aSyn 5UTR inh	HSP90 refold inh	IEC-6 tox	GSK3 alpha inh	GSK3beta inhib	HSF-1 act	Platelet DG rel	KLF5 inhibitor	Dyrk1A ADPGlo
Nc1ccc2oc(-c3cccc4ccccc34)nc2c1	-1	71*	0	10	-2	1	6	10	-16	6
Cc1ccc(-n2cc(S(=O)(=O)c3ccc(C)cc3)[nH]c2=O)cc1	9	-18	2	-1	1	1	5	-4	-20	-5
CCOC(=O)[C@@H]1[C@H]2COc3ccccc3[C@H]2N2C(=O)N(c3ccc(C)cc3)C(=O)[C@]12C	3	20	1	1	-1	2	13	6	-15	6
Cc1ccc(/C=N/n2c(C)cc(C)c(C#N)c2=O)o1	-8	28	-4	1	-3	1	-9	10	0	-9
N#C/C(=C\c1ccc(O)c(O)c1)C(=O)Nc1cccc2ncccc12	-4	10	-1	-7	-2	1	-5	-8	-13	37
O=C(COC(=O)c1cnc(Cl)c(Cl)c1)Nc1ccc(S(=O)(=O)N2CCCC2)cc1	-1	16	-2	3	-2	3	19	-5	-24	0
CC12CC(NC(=O)N1c1cccc(C(=O)N3CCCCC3)c1)c1ccccc1O2 (stereo not drawn)	-2	8	0	5	-1	nt	-2	2	-9	-3
CC(=O)Nc1ccc(NC(=O)CN2CCN(c3cccc(C(F)(F)F)c3)CC2)cc1	0	-24	-1	-5	-1	-3	9	-3	2	0
Cc1cccc([C@@H]2[C@@H]3C(=O)N(Cc4ccccc4)C(=O)[C@@H]3[C@]3(Cc4ccccc4)C(=O)N(c4ccc(C(F)(F)F)cc4)C(=O)N23)c1	4	24	nt	nt	nt	0	-4	0	nt	-1
CCOc1ccc(NC(=O)c2ccc(NC(=O)Cc3n[nH]c(=O)c4ccccc34)cc2)cc1	-2	29	0	2	1	3	2	6	7	-1
Cc1cccc(N2CCN(C(=O)CCS(=O)(=O)c3ccc4c(c3)NC(=O)C(C)S4)CC2)c1C (stereo not drawn)	-1	-5	2	0	0	1	28	1	-28	4
O=C1CC(c2ccccc2)=Nc2ccc(Br)cc2N1	18	-11	0	4	1	-4	18	3	-16	8
Cc1ccc(C(=O)NCCN2C3=NC[C@H](C)N3C[C@H]2Cc2ccc(O)cc2)cc1Br	1	-4	6	5	4	-1	-6	-3	3	3
Cc1cccnc1NC(=O)Nc1cccc2ccccc12	1	-12	3	0	0	-2	7	-15	-26	-2
O=C(CCc1ccccc1)NNC(=O)c1ccco1	-6	17	2	-1	-2	1	6	-1	-32	-2

Bioassay records as filed in PubChem.
